MMP13 inh = MMP13 (human) collagenase inhibition. hit rate 0.07% among 65,000. P45452. MMP-13 fTHP FRET cleavage, Mca fluorescence. inhibition, % at 4 µM. AID 570;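 active means inhibition above the mean of compound-free control plate wells plus 3 SD, cut at about 14% in these data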;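 further: 0% = DMSO wells and 100% = wells with reference MMP-13 inhibitor after basal subtraction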
Jurkat tox 60K = cytotoxicity toward Jurkat cells; Jurkat E6.1 viability, ATP luminescence, 48 h; inhibition, % at 4 µM; hit rate 1.2% among 56,000;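 active means inhibition above the mean inhibition of all tested compounds plus 3 SD, cut at about 28% in these data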
PKA inh = blocks human protein kinase A activity | P17612 | PKA Kemptide phosphorylation, Kinase-Glo ATP luminescence | inhibition, % at 6 µM | hit rate 0.1% among 65,000;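 active means inhibition above the screen-wide mean inhibition plus 3 SD, cut at about 21% in these data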; further: many of its hits are not listed in these tables
TNAP act DEA = activates human TNAP at intermediate phosphate acceptor concentration; AID 813; activation factor at 20 µM; purified TNAP, CDP-star luminescence, 100 mM DEA, 30 min; stronger effect = higher value; scale: 0 levamisole-inhibited, 1 vehicle-only enzyme; P05186; 64,000 tested, under 10 active;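 active means activation factor of at least 2 at 20 µM, relative to controls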
Target sequence (P05186 whole entry, looked up): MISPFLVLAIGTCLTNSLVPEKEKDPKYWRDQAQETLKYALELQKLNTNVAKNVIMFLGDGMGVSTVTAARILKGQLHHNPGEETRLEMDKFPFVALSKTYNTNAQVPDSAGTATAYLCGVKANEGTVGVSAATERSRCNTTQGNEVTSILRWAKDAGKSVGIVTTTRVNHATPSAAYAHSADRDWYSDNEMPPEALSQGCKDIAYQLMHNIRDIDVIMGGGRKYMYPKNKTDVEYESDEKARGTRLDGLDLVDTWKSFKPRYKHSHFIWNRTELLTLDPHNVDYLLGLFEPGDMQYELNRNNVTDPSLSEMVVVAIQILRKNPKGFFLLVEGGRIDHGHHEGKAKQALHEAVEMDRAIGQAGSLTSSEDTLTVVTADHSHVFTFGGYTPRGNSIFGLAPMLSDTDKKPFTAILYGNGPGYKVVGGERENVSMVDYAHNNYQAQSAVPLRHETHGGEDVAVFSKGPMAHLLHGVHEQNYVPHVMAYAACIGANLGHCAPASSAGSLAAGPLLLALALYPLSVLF
HEK293 NFkB inh = inhibitors of the PMA/ionomycin-induced NF-kB reporter in HEK293 cells; hit rate 0.21% among 62,000; AID 465; HEK-293 NF-kB luciferase reporter, luminescence; inhibition, % at 3 µM;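 active means inhibition above the mean of all tested compounds plus 3 SD, cut at about 40% in these data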;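 further: 0% = stimulated DMSO wells and 100% = 10 µM reference inhibitor 5653914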
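Signal: luciferase luminescence; Material: HEK-293 cells with stable firefly luciferase reporter driven by four HIV NF-kB elements; Probe or stimulus: PMA with ionomycin; Replication: tested once; Times: 1 h compound pretreatment, then 16 h stimulation at 37 °C, 5% CO2; Benchmarks: DMSO and 10 µM reference inhibitor; Evaluation: per-plate % inhibition versus controls.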
MKP-1 inh = inhibitors of human MKP-1 phosphatase; AID 374; recombinant MKP-1, OMFP hydrolysis fluorescence; inhibition, %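 (compounds tested at a single concentration somewhere between 10 and 100 µM)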; P28562; hit rate 0.15% among 65,000;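 active means inhibition above about 50%, limit read from the data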;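 further: 0% = DMSO max control wells and 100% = wells with enzyme stopped by NaOH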
Cdc25B inh = human M-phase inducer phosphatase 2 inhibition; P30305; recombinant Cdc25B, OMFP fluorescence Ex485/Em525; inhibition, %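 (compounds tested at 10 µM final in the well)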; hit rate 0.1% among 65,000; in the data active means inhibition above about 50%
ROCK2 blocker = inhibitors of human Rho kinase 2; O75116; hit rate 0.35% among 60,000; inhibition, % at 6 µM; purified ROCK2, Kinase-Glo ATP depletion luminescence; AID 604;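 active means inhibition above the screen-wide mean inhibition plus 3 SD, cut at about 18% in these data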;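 further: plate controls were DMSO wells for no effect and Y-27632 control wells after no-enzyme background subtraction for full effect; many of its hits are not listed in these tables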
JNK3 blocker = blocks human JNK3 kinase activity; P53779; purified JNK3 kinase activity, HTS; hit rate 0.61% among 60,000; inhibition, % at 8 µM; AID 746; in the data active means inhibition above about 17%;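 further: 0% = DMSO and 100% = reference inhibitor; many of its hits are not listed in these tables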
Target sequence (P53779 whole entry, looked up): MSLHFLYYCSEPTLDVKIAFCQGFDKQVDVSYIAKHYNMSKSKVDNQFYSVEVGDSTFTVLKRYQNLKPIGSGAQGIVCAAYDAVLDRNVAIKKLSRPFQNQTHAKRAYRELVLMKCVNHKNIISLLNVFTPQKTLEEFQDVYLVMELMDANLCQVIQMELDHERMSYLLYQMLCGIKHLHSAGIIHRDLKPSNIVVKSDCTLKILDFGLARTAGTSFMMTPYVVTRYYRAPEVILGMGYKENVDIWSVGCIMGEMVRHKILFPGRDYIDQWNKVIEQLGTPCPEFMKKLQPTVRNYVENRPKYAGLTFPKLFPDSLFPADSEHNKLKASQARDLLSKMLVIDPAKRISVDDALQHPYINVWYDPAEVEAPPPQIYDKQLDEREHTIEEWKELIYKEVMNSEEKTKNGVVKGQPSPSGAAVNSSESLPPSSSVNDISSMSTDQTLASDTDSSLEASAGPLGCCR
Active calls of the source: *; · = no result given; [ ] = another dose, or the depositor's remark.

SMILES	MMP13 inh	Jurkat tox 60K	PKA inh	TNAP act DEA	HEK293 NFkB inh	MKP-1 inh	Cdc25B inh	ROCK2 blocker	JNK3 blocker
COc1ccc(-c2nnc(CSc3nc4ccccc4c(=O)n3CC3CCCO3)o2)cc1OC (configuration not stated)	2	0	6	1	2	12	4	2	-8
Cc1c(NC(=O)CSc2nnc(-c3cccc(Cl)c3)o2)c(=O)n(-c2ccccc2)n1C	2	-10	10	1	13	-7	6	7	1
CCOC(=O)Cc1c(C)c2ccc(N(CC)CC)cc2oc1=O	-245[fluorescence artefact?]	-8	3	1.3	1	7	-12	2	-13
Cc1ccn2cc(CCNC(=O)c3ccc(Br)o3)nc2c1	0	1	-6	0.9	7	5	-2	1	-3
Cc1oc(C)c(C(N)=O)c1C(N)=O	4	-6	11	0.9	3	-2	9	0	-15
C(=C\c1ccccc1)/CN1CCN(Cc2ccc3c(c2)OCCO3)CC1	2	1	1	0.9	9	-3	0	4	-3
CCCCC(=O)Nc1ccc2c(c1)OCCO2	1	-2	3	1	-13	-1	-4	-2	-1
Cc1nn(Cc2ccccc2Cl)c(C)c1C(=O)NCc1ccco1	3	-4	12	1	10	1	-8	4	-8
CCCCOc1ccccc1NC(=O)CC1Nc2ccccc2NC1=O (configuration not stated)	1	12	2	1	0	19	0	-4	0
Cc1cc(NC(=O)Cn2nc(C(F)(F)F)c3c2CCC3)n(-c2ccccc2)n1	-1	7	4	0.9	14	-1	5	0	-1
O=C(CN1C(=O)COc2ccc(Cl)cc21)Nc1ccc2c(c1)OCCO2	3	5	-1	0.9	20	11	-7	-3	1
CCN(CC)CCNC(=O)c1c(C)oc2cc(Br)c(OC)cc12	-3	·	-2	0.9	·	-18	11	0	-5
CCOC(=O)N1CCN(C(=O)Cn2ncn3nc(-c4cccs4)cc3c2=O)CC1	-12	-3	4	0.9	4	-5	13	4	-7
CS(=O)(=O)N(CC(N)=O)c1ccc(F)c(Cl)c1	-1	-2	7	0.9	3	-17	-4	7	3
COCCn1nnnc1CN(CCc1ccc(OC)c(OC)c1)Cc1cc2ccc(C)cc2[nH]c1=O	-11	1	2	1	21	9	-8	-1	1

The last 2 records of the section before lead into the next:
SMILES	MMP13 inh	Jurkat tox 60K	PKA inh	TNAP act DEA	HEK293 NFkB inh	MKP-1 inh	Cdc25B inh	ROCK2 blocker	JNK3 blocker
CS(=O)(=O)N(CC(N)=O)c1ccc(F)c(Cl)c1	-1	-2	7	0.9	3	-17	-4	7	3
COCCn1nnnc1CN(CCc1ccc(OC)c(OC)c1)Cc1cc2ccc(C)cc2[nH]c1=O	-11	1	2	1	21	9	-8	-1	1
CC(=O)N1CCN(CC(=O)Nc2c(Cl)cccc2Cl)CC1	1	1	0	0.9	26	13	-6	1	2
Cc1cc(=O)oc(C)c1C(=O)NCCCN1CCN(c2ccc(F)cc2)CC1	4	·	4	0.9	16	7	-2	·	·
Cn1nc(-c2ccc(C(=O)NCC3CCCO3)cc2)c2ccccc2c1=O (configuration not stated)	5	5	7	0.9	18	6	2	2	2
CC(C)(C)Cc1nnc(NS(=O)(=O)c2ccc(F)cc2)s1	3	-5	11	0.9	-6	5	15	5	3
C=CCN1C(=O)/C(=C2\SC(N3CCOCC3)=NC2=O)c2cc(Br)ccc21	3	-3	8	0.8	5	36	0	3	7
Cc1cccc(CN2CCN(C(c3ccccc3)c3ccc(Cl)cc3)CC2)c1 (configuration not stated)	7	·	0	0.8	·	-12	-1	4	3
Cc1cc(=O)oc2cc(Oc3ncccn3)ccc12	-7	0	5	0.9	4	3	-2	1	8
Cc1ccc(CNC(=O)CSc2nc(N3CCCCC3)nc(N3CCCCC3)n2)cc1	1	8	-7	0.7	13	12	-11	-10	-1
O=C(CCCn1c(=O)[nH]c2ccsc2c1=O)N1CCCCC1	4	·	7	0.9	26	7	-7	·	·
Cc1cc(C)n2nc(-c3cccnc3)nc2n1	-1	3	-3	0.9	15	-5	-11	-2	-7
COc1ccc(-n2c(=O)cc(N3CCN(c4ccccc4OC)CC3)[nH]c2=O)cc1	-4	0	6	0.9	8	3	-18	6	6
O=C(CSc1nc(-c2ccccc2)cc(=O)[nH]1)N1CCc2ccccc21	6	4	-8	0.9	3	8	-3	-1	5
O=S(=O)(c1ccc2c(c1)OCCO2)N1CCC(O)(c2ccc(Cl)cc2)CC1	-2	-4	5	0.9	15	-14	-10	6	2
CCC(c1nnc(SCCNCCO)n1CCN1CCOCC1)N(C)C (configuration not stated)	-1	-7	3	1	8	-2	2	4	-4
CC(OC(=O)c1nsc(Cl)c1Cl)C(=O)NCc1ccco1 (configuration not stated)	-4	-6	7	0.9	7	-3	-3	5	2
O=C(CCc1ccccc1)N1CCN(CCO)CC1	2	6	7	0.9	8	-1	-9	2	-1
Cc1cccc(NC(=O)CN2CCN(CC(=O)Nc3cccc(C)c3)CC2)c1	4	-1	7	1	10	5	-10	5	1
NS(=O)(=O)c1ccc(CCNC2CC(=O)N(CCc3ccccc3)C2=O)cc1 (configuration not stated)	1	-4	7	1	-1	11	-13	11	5
CCC1CCCCN1CCNS(=O)(=O)c1ccc2c(c1)oc(=O)n2C (configuration not stated)	7	-2	-6	0.9	4	-7	4	-2	-5
CCc1nnc(NC(=O)c2ccc(NS(=O)(=O)c3ccccc3)cc2)s1	-1	-2	12	0.9	19	6	-5	3	5
CCOC(=O)C(C)Sc1ccc2nnc(-c3ccc(F)cc3)n2n1 (configuration not stated)	-16	-2	0	0.9	20	29	-3	-1	-2
N=c1c2c(n(Cc3ccc(Cl)c(Cl)c3)c3c1CCC3)CCCC2	-1	24	7	1.1	6	-3	-20	7	-3
COc1cc(C(=O)N2CCN(C(=O)Cc3ccccc3)CC2)cc(OC)c1OC	2	-5	8	0.9	20	5	-10	8	10
O=S1(=O)CCN2C(=N1)Sc1c2ccc2c1CCCC2	1	10	-6	0.9	7	14	-2	0	-6
CCCCC(CC)CNC(=O)c1[nH]c(C)c(C(C)=O)c1C (configuration not stated)	3	15	3	0.9	-2	11	-5	-2	-4
CSc1nc2ccc(S(=O)(=O)Nc3c(C)n(C)n(-c4ccccc4)c3=O)cc2s1	2	-1	11	0.9	9	6	1	10	2
Cc1cc(C)n2c(SCCC(C)C)nnc2n1	1	·	-7	0.9	-2	10	-12	·	·
O=C(Nc1c(C(=O)Nc2cccc(F)c2)oc2ccccc12)c1ccc2c(c1)OCO2	-6	-3	5	0.8	16	-1	2	6	6
CC1(C)OC(=O)C(=CNCC(O)c2ccccc2)C(=O)O1 (configuration not stated)	1	7	9	0.9	-5	-12	-15	7	5
Cn1nnc(NC(=O)COc2ccc(C3CCCCC3)cc2)n1	2	4	10	1	2	23	-7	6	6

Copied from the listing for reference:
SMILES	MMP13 inh	Jurkat tox 60K	PKA inh	TNAP act DEA	HEK293 NFkB inh	MKP-1 inh	Cdc25B inh	ROCK2 blocker	JNK3 blocker
Cc1cccc(NC(=O)CN2CCN(CC(=O)Nc3cccc(C)c3)CC2)c1	4	-1	7	1	10	5	-10	5	1
NS(=O)(=O)c1ccc(CCNC2CC(=O)N(CCc3ccccc3)C2=O)cc1 (configuration not stated)	1	-4	7	1	-1	11	-13	11	5
CCC1CCCCN1CCNS(=O)(=O)c1ccc2c(c1)oc(=O)n2C (configuration not stated)	7	-2	-6	0.9	4	-7	4	-2	-5
CCc1nnc(NC(=O)c2ccc(NS(=O)(=O)c3ccccc3)cc2)s1	-1	-2	12	0.9	19	6	-5	3	5
CCOC(=O)C(C)Sc1ccc2nnc(-c3ccc(F)cc3)n2n1 (configuration not stated)	-16	-2	0	0.9	20	29	-3	-1	-2
N=c1c2c(n(Cc3ccc(Cl)c(Cl)c3)c3c1CCC3)CCCC2	-1	24	7	1.1	6	-3	-20	7	-3
COc1cc(C(=O)N2CCN(C(=O)Cc3ccccc3)CC2)cc(OC)c1OC	2	-5	8	0.9	20	5	-10	8	10
O=S1(=O)CCN2C(=N1)Sc1c2ccc2c1CCCC2	1	10	-6	0.9	7	14	-2	0	-6
CCCCC(CC)CNC(=O)c1[nH]c(C)c(C(C)=O)c1C (configuration not stated)	3	15	3	0.9	-2	11	-5	-2	-4
CSc1nc2ccc(S(=O)(=O)Nc3c(C)n(C)n(-c4ccccc4)c3=O)cc2s1	2	-1	11	0.9	9	6	1	10	2
Cc1cc(C)n2c(SCCC(C)C)nnc2n1	1	·	-7	0.9	-2	10	-12	·	·
O=C(Nc1c(C(=O)Nc2cccc(F)c2)oc2ccccc12)c1ccc2c(c1)OCO2	-6	-3	5	0.8	16	-1	2	6	6
CC1(C)OC(=O)C(=CNCC(O)c2ccccc2)C(=O)O1 (configuration not stated)	1	7	9	0.9	-5	-12	-15	7	5
Cn1nnc(NC(=O)COc2ccc(C3CCCCC3)cc2)n1	2	4	10	1	2	23	-7	6	6

Next section:
SMILES	MMP13 inh	Jurkat tox 60K	PKA inh	TNAP act DEA	HEK293 NFkB inh	MKP-1 inh	Cdc25B inh	ROCK2 blocker	JNK3 blocker
COc1c(C)cccc1C(=O)Nc1cc(Cl)ccc1N1CCOCC1	-5	-1	4	1	7	-18	-9	3	4
COc1ccc(Oc2coc3c(CN(C)C)c(O)ccc3c2=O)cc1	-23	·	6	1	15	13	-14	·	·
COC(=O)C(C(=O)OC)N1C(=O)CCC1=O	5	7	-3	0.9	1	4	1	0	1
COc1cccc(N2CCN(c3c4c(nc5ncnn35)CCC4)CC2)c1	3	·	12	1	21	2	-18	·	·
COc1ccc(C(C)=O)cc1COC(=O)c1ccc(S(=O)(=O)N2CCOCC2)cc1	-12	8	1	0.9	29	10	-8	5	5
CCn1nnc(-c2ccccc2NC(=O)C(F)(F)F)n1	3	-4	15	1.1	9	-20	4	2	2
O=C(CCNS(=O)(=O)c1cccc2nsnc12)NC1CCN(Cc2ccccc2)CC1	6	·	7	0.9	17	4	-12	·	·
O=C(NC1CCCCCC1)c1cc(S(=O)(=O)N2CCC3(CC2)OCCO3)ccc1F	0	4	11	1	2	1	-4	4	-2
CCCc1cc(C(=O)Nc2ccc(C)cc2)no1	5	-4	-10	0.9	1	7	-8	0	7
O=C(Nc1ccc(OC(=O)c2cccnc2)cc1)c1cccnc1	2	7	-2	0.9	22	-6	0	-3	-3
COc1ccc(CCN(C)C(=O)N2CCOCC2)cc1OC	-7	-5	4	0.9	-9	25	5	4	-2
Cc1oc(C(C)(C)C)cc1C(=O)Nc1ccc2c(c1)OCCO2	-2	-1	1	0.9	-20	10	-4	2	3
CSc1nc2sc3c(c2c(=O)n1C1CCCCC1)CCN(C)C3	-2	·	7	0.9	·	-18	-20	-4	-1
COc1cccc(CN(CC(=O)NCC2CCCO2)C(=O)CCC(=O)Nc2cc(C)on2)c1 (configuration not stated)	2	2	-6	1	-4	-16	-5	-1	-4
CCOc1ccc(C(=O)CSc2nnc(N)s2)cc1	-1	3	10	0.9	-2	15	-2	6	-3
COc1ccc(Cc2nnc(SCc3c(C)noc3C)n2C2CCCCC2)cc1OC	-1	-5	7	0.9	-1	6	0	4	-2
Cc1ccc(S(=O)(=O)C2(C(=O)O)CCCC2)cc1C	-4	-7	1	1	8	-24	2	2	3
CCn1cc(C(=O)NCC2COc3ccccc3O2)c2cc(OC)c(OC)cc2c1=O (configuration not stated)	-1	·	2	0.9	17	24	-9	·	·
CCOC(=O)CNC(=O)CSc1nc2sc(C)c(C)c2c(=O)n1C	-1	·	2	0.9	19	14	-20	·	·
